Assay outcomes as filed in PubChem BioAssay.
EBNA-1 inhibitor = blocks EBNA-1 binding to DNA | inhibition, % at 14.8 µM | EBNA-1 DNA binding, fluorescence polarization | AID 1950 | 300,000 compounds, 0.34% hits; in the data active = inhibition above about 28%
ZTA DNA inh = ZTA (EBV) inhibition in EBNA-1 counter-screen | P03206 | ZTA-DNA binding, fluorescence polarization | inhibition, % at 11 µM | 320,000 compounds, 0.15% hits; in the data active = inhibition above about 33%
pPAFAH FP inh = pPAFAH (human) enzyme inhibition; recombinant pPAFAH, FP-rhodamine probe fluorescence polarization; inhibition, % at 3.39 µM; 330,000 compounds, 1.5% hits; Q13093; AID 463082;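 active = inhibition above the mean inhibition across the screen plus 3 SD, cut at about 25% in these data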;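 note: inhibitors block binding of the rhodamine activity-based probe so polarization drops; 0% = enzyme with DMSO and 100% = wells lacking pPAFAH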
LYPLA1 counter = LYPLA1 (human) inhibition in PME1 counter-screen; O75608; recombinant LYPLA1, FP-Rh probe fluorescence polarization; inhibition, % at 5.9 µM; 320,000 compounds, 0.16% hits; AID 2174;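 active = inhibition above the mean of all tested compounds plus 3 SD, set per campaign, cut at about 14% in these data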;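 note: inhibitors block serine hydrolase probe labeling of LYPLA1 so polarization falls; 0% = enzyme with DMSO and 100% = wells lacking LYPLA1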
PAFAH2 FP inh = inhibitors of human PAFAH2; AID 492956; recombinant PAFAH2, FP-rhodamine activity probe, fluorescence polarization; 340,000 compounds, 0.99% hits; inhibition, % at 3.39 µM;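 active = inhibition above the mean over all tested compounds plus 3 SD, cut at about 30% in these data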;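 note: inhibitors block probe labeling of enzyme so polarization drops; 0% = enzyme with DMSO and 100% = wells lacking PAFAH2 protein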
PAFAH1B2 FP inh = inhibitors of human PAFAH1B2 | 340,000 compounds, 1.2% hits | recombinant PAFAH1B2, FP-rhodamine activity probe, fluorescence polarization | inhibition, % at 3.39 µM;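 active = inhibition above the mean of all tested compounds plus 3 SD, cut at about 24% in these data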;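 note: 0% = enzyme with DMSO and 100% = wells lacking PAFAH1B2; many of its hits are not listed in these tables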
PREPL inhibitor = inhibitors of human prolyl oligopeptidase-like enzyme PREPL. Q4J6C6. AID 2751. inhibition, % at 5.96 µM. 320,000 compounds, 0.68% hits. recombinant PREPL, fluorescence polarization activity-based probe; in the data active = inhibition above about 43%;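 note: 0% = enzyme with DMSO and 100% = wells lacking enzyme; many of its hits are not listed in these tables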
Target sequence (Q4J6C6 whole entry, looked up): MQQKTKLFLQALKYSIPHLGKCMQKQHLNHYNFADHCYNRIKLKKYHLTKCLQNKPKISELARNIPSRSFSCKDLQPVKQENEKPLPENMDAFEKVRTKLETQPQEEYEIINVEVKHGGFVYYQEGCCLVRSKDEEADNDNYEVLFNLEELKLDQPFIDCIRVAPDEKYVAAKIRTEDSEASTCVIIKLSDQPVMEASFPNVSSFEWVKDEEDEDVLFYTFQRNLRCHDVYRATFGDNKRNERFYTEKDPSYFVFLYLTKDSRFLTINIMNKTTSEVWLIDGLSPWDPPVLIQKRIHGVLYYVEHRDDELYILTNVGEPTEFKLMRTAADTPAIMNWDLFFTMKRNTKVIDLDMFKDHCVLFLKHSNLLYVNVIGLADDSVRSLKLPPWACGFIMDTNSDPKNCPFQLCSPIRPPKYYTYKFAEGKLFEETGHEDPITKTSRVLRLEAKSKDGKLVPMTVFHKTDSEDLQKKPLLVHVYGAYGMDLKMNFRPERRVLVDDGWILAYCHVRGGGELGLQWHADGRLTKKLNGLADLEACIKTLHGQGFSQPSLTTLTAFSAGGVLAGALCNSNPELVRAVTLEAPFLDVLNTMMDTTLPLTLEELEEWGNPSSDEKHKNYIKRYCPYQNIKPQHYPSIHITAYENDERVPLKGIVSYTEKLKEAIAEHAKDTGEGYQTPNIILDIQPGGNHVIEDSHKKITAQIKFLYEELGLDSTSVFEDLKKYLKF
PAFAH1B3 inh = PAFAH1B3 (human) inhibition. recombinant PAFAH1B3, FP-rhodamine probe, fluorescence polarization. Q15102. AID 492972. inhibition, % at 3.39 µM. 340,000 compounds, 0.28% hits;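 active = inhibition above the screen-wide average of all tested compounds plus 3 SD, cut at about 25% in these data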;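 note: 0% = enzyme with DMSO only and 100% = wells lacking PAFAH1B3 protein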
LYPLA2 counter = blocks human lysophospholipase 2, a PME1 counter-screen; O95372; recombinant LYPLA2, FP-Rh probe fluorescence polarization; 320,000 compounds, 0.38% hits; inhibition, % at 5.9 µM;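 active = inhibition above the screen-wide mean plus 3 SD, limit set per campaign, cut at about 26% in these data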;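 note: 0% = LYPLA2 with DMSO and 100% = wells lacking LYPLA2 enzyme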
* hit, by the source's call; · = no result given. An excerpt; count on the stated rates, not on these rows.

SMILES	EBNA-1 inhibitor	ZTA DNA inh	pPAFAH FP inh	LYPLA1 counter	PAFAH2 FP inh	PAFAH1B2 FP inh	PREPL inhibitor	PAFAH1B3 inh	LYPLA2 counter
Cn1c(=O)n(C)c2cc(/C=N/N=C3/NC(=O)C(CC(=O)O)S3)ccc21 (configuration not stated)	-10	-11	4	-5	-1	1	3	5	1
COc1ccccc1N1CCN(S(=O)(=O)CCNC(=O)c2cc(=O)c3ccccc3o2)CC1	-4	4	-2	0	-2	-1	7	2	1
Cc1ccc(CNC(=O)C2CCC(=O)N(CCc3cccc(F)c3)C2)cc1 (configuration not stated)	-3	2	-5	5	-2	9	-17	8	2
CSc1nc(NS(=O)(=O)c2cc(C)c(Cl)cc2Cl)nn1C	-2	-4	-5	2	-2	5	-6	1	-5
COc1ccc(NC(=O)CCS(=O)(=O)c2cc3c(cc2Cl)NC(=O)CO3)cc1OC	-6	7	1	0	-3	5	0	0	-2
CCS(=O)(=O)c1c([N+](=O)[O-])ncn1C	9	10	2	2	7	2	6	11	0
Cc1ccc(C(=O)O)cc1NC(=O)Nc1cccc2ccccc12	-1	-11	4	0	-1	5	5	3	-3
CCOc1ccccc1Nc1ncnc2c1cnn2-c1ccccc1	-8	-5	-3	-2	5	5	4	2	4
COc1ccc(N(C(=O)c2ccco2)C(C(=O)NC2CCCC2)c2cccs2)cc1 (configuration not stated)	-6	3	4	-1	5	3	2	10	-7
O=C(c1ccc(F)cc1)c1cc2ccccc2o1	16	13	2	1	-3	3	-23	-5	3

3 entries from above, ordered by heavy-atom count, descending:
SMILES	EBNA-1 inhibitor	ZTA DNA inh	pPAFAH FP inh	LYPLA1 counter	PAFAH2 FP inh	PAFAH1B2 FP inh	PREPL inhibitor	PAFAH1B3 inh	LYPLA2 counter
COc1ccc(NC(=O)CCS(=O)(=O)c2cc3c(cc2Cl)NC(=O)CO3)cc1OC	-6	7	1	0	-3	5	0	0	-2
Cn1c(=O)n(C)c2cc(/C=N/N=C3/NC(=O)C(CC(=O)O)S3)ccc21 (configuration not stated)	-10	-11	4	-5	-1	1	3	5	1
Cc1ccc(C(=O)O)cc1NC(=O)Nc1cccc2ccccc12	-1	-11	4	0	-1	5	5	3	-3

Next section
SMILES	EBNA-1 inhibitor	ZTA DNA inh	pPAFAH FP inh	LYPLA1 counter	PAFAH2 FP inh	PAFAH1B2 FP inh	PREPL inhibitor	PAFAH1B3 inh	LYPLA2 counter
CN(C)CCCN(C(=O)c1sc2ccccc2c1Cl)c1nc2c(F)cccc2s1	0	-9	2	2	-3	1	-24	3	6
Cn1nc(OCC(=O)O)cc1C(F)(F)F	-2	-4	-1	6	-1	10	-7	0	3
Cc1ccc(S(=O)(=O)NC(=O)c2cc(C)n(-c3ccccc3)c2C)cc1	0	-5	5	1	2	10	-2	8	6
Fc1ccccc1N1CCN(Cc2cc(-c3ccccc3)on2)CC1	3	17	1	-1	8	-1	16	15	-2
Cc1ccc(NC(=O)c2ccc(CSc3ncnc4nc[nH]c34)cc2)c(C)c1	-6	-14	5	-1	1	2	17	2	1
CCCOc1ccc(C(=O)c2ccccc2C(=O)O)cc1OCCC	-9	11	3	3	-2	2	6	2	-2
COc1ccc2c(c1)S/C(=C\C(=O)c1ccncc1)N2C	3	11	6	-3	8	1	26	1	-1
Cc1cc(/C=C(\C#N)C(=O)OCC#N)c(C)n1CC(C)C	-5	-7	4	-2	12	4	3	8	-3
Cc1nn(-c2ccc(Cl)cc2)c(=O)c2ccccc12	-9	-1	-4	-5	-1	-2	18	-1	3
COc1ccccc1CNC(=O)CN1C(=O)NC2(CCC(C)CC2)C1=O (configuration not stated)	·	·	1	·	6	1	3	6	·
CC(C)(C)C(=O)Nc1ccc(N=Nc2ccccc2)cc1	11	-2	4	-2	-3	2	4	0	-1
CCOC(=O)Cc1csc(NC(=O)CSc2nnc(C(C)C)n2C)n1	-3	-4	-11	0	4	4	5	2	-2
CCc1ccccc1Nc1ncnc2ccccc12	11	17	3	0	-1	7	-1	4	-5
NC(=O)C1CCN(C(=O)C2CCC(=O)N(Cc3ccc(Cl)cc3)C2)CC1 (configuration not stated)	12	-1	4	-6	8	-3	1	6	4
CCOC(=O)C1=C(C)OC(N)=C(C#N)C1c1c(C)nn(-c2ccccc2)c1Cl (configuration not stated)	-4	4	2	-2	-18	-4	6	8	5
Cc1ccc(-n2ncc3c(SCC(=O)NNC(=O)C(C)C)ncnc32)cc1	2	-11	2	-3	12	6	-2	6	-2
CC1CCN(CC(CS(=O)(=O)c2ccc([N+](=O)[O-])cc2)N2CCC(C)CC2)CC1 (configuration not stated)	10	-6	5	0	0	3	20	-4	11

Filtered by structure, those above containing sulfur (13)
SMILES	EBNA-1 inhibitor	ZTA DNA inh	pPAFAH FP inh	LYPLA1 counter	PAFAH2 FP inh	PAFAH1B2 FP inh	PREPL inhibitor	PAFAH1B3 inh	LYPLA2 counter
Cn1c(=O)n(C)c2cc(/C=N/N=C3/NC(=O)C(CC(=O)O)S3)ccc21 (configuration not stated)	-10	-11	4	-5	-1	1	3	5	1
COc1ccccc1N1CCN(S(=O)(=O)CCNC(=O)c2cc(=O)c3ccccc3o2)CC1	-4	4	-2	0	-2	-1	7	2	1
CSc1nc(NS(=O)(=O)c2cc(C)c(Cl)cc2Cl)nn1C	-2	-4	-5	2	-2	5	-6	1	-5
COc1ccc(NC(=O)CCS(=O)(=O)c2cc3c(cc2Cl)NC(=O)CO3)cc1OC	-6	7	1	0	-3	5	0	0	-2
CCS(=O)(=O)c1c([N+](=O)[O-])ncn1C	9	10	2	2	7	2	6	11	0
COc1ccc(N(C(=O)c2ccco2)C(C(=O)NC2CCCC2)c2cccs2)cc1 (configuration not stated)	-6	3	4	-1	5	3	2	10	-7
CN(C)CCCN(C(=O)c1sc2ccccc2c1Cl)c1nc2c(F)cccc2s1	0	-9	2	2	-3	1	-24	3	6
Cc1ccc(S(=O)(=O)NC(=O)c2cc(C)n(-c3ccccc3)c2C)cc1	0	-5	5	1	2	10	-2	8	6
Cc1ccc(NC(=O)c2ccc(CSc3ncnc4nc[nH]c34)cc2)c(C)c1	-6	-14	5	-1	1	2	17	2	1
COc1ccc2c(c1)S/C(=C\C(=O)c1ccncc1)N2C	3	11	6	-3	8	1	26	1	-1
CCOC(=O)Cc1csc(NC(=O)CSc2nnc(C(C)C)n2C)n1	-3	-4	-11	0	4	4	5	2	-2
Cc1ccc(-n2ncc3c(SCC(=O)NNC(=O)C(C)C)ncnc32)cc1	2	-11	2	-3	12	6	-2	6	-2
CC1CCN(CC(CS(=O)(=O)c2ccc([N+](=O)[O-])cc2)N2CCC(C)CC2)CC1 (configuration not stated)	10	-6	5	0	0	3	20	-4	11
